From PubChem
GLP1R ag: GLP-1 receptor (human) agonism. P43220. HEK293 GLP-1R CRE-luciferase, luminescence, 4-6 h; cells express a hypersensitive GLP-1R form. Potency, µM (series often up to 45.6 µM), for the others: at the highest dose activation, usual class: activators. 0.007% of 380,000 active. AID 624172; also: potency is read from the fitted curve at half-maximal effect; % of control where 0% means no effect
Target sequence (P43220 whole entry, looked up): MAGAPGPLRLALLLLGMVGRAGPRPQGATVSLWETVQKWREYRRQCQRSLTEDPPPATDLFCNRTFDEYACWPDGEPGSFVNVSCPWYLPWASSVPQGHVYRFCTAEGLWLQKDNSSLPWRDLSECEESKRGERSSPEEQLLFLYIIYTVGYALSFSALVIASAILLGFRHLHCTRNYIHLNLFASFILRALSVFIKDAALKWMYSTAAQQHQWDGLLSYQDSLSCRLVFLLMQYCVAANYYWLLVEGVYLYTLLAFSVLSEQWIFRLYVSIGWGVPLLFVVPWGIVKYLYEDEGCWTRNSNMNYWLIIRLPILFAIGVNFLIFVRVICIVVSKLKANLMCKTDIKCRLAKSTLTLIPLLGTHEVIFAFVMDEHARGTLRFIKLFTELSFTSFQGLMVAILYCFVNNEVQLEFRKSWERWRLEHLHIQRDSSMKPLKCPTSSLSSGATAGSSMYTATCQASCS
WRN helicase inh: blocks human WRN helicase. Q14191. WRN helicase unwinding, fluorescent forked duplex, kinetic. Potency, µM (highest dose often 114 µM), for inactives: at the highest dose activity change, negative = inhibition, usual class: inhibitors. 0.46% of 360,000 active; also: potency is read from the fitted curve at half-maximal effect; % is scaled to controls: 0 for no effect and ±100 for the full control effect; nearly all actives have a fitted effect of over 55% in size
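Kinetic fluorescence helicase assay: unwinding of a quenched forked DNA duplex (100 nM final) with 2 mM ATP final raises red fluorescence (525/598 nm). Compounds sat 15 min at room temperature with 20 nM WRN beforehand.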
DRD3 agonist: agonists of human D3 dopamine receptor; D3R DiscoveRx beta-arrestin cells, luminescence, 90 min; 0.58% of 410,000 active; max activation, %; AID 652048; in the data active = max activation above about 30%; also: 0% is about no effect; mostly tested at two doses, the higher about 12 µM
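Agonist mode: compounds and dopamine controls were applied to plated cells for 90 min at 37 degrees C after an overnight attachment at 1500 cells/well. Luminescent read-out followed 30 - 60 minutes at room temperature with DiscoveRx detection reagent.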
GLP1R cytotox: cytotoxic in the GLP-1 receptor inverse agonist counter-screen; 0.13% of 410,000 active; Potency, µM (doses to about 38.3 µM), inactives show top-dose activity change, negative = inhibition, hits mostly inhibitors; HEK293 cAMP-luciferase reporter cells, luminescence, 24 h; AID 624418;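 also: loss of luciferase light is scored as toxicity; potency is read from the fitted curve at half-maximal effect; % is scaled to controls: 0 for no effect and ±100 for the full control effect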
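1536-well qHTS counterscreen of the MLSMR; 200 cells/uL, 12 h pre-incubation, 23 nL cpd, 24 h at 37 deg C 5% CO2, luciferase detection reagent, 12 min RT, luminescence. Inhibition = undesired.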
PI5P4K alpha inh: PI5P4K alpha (human) kinase inhibition | P48426 | PI5P4Kalpha enzyme, ADP-Glo luminescence, 60 min; active compounds read low | max response, % | 1.2% of 330,000 active | AID 652105; active = max response of -50% or lower; inconclusive = between -30% and -50%; inactive = -30% or higher; also: value at the top dose of about 77 µM; % is scaled to controls: 0 for no effect and ±100 for the full control effect
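Compounds were pin-transferred onto PI5P4Kalpha and substrate in HEPES pH 7.4 buffer with EGTA, CHAPS and 5% DMSO. ATP (5 microM final) started the reaction, which ran 60 minutes at room temperature before ADP-Glo detection.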
IL2 activator: activates IL-2 in a cell-based reporter assay; IL-2 activation reporter assay, cell-based qHTS; stimulated with anti-CD3/CD4/CD28 beads; in transgenic mouse T cells; activation, % (series mostly up to about 46 µM); 0.065% of 360,000 active; AID 652025; in the data active = activation above about 50%; inconclusive = mostly about 30% to 49%; also: 0% is about no effect
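First, unstimulated transgenic mouse T cells were exposed to compound for 60 min. Next, anti-CD3/anti-CD4-coated beads with anti-CD28 were added. Finally, after 18 h at 37 degrees C, EGFP and DsRed were imaged.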
PLK1 PBD block: blocks phosphopeptide binding to human PLK1 polo-box domain; P53350; Plk1 PBD binding of FITC phosphopeptide, fluorescence polarization; Potency, µM, for the others: max response, negative = inhibition, actives largely listed as inhibitors; 2.8% of 360,000 active; AID 720504; also: potency is read from the fitted curve at half-maximal effect; series mostly up to about 57 µM; % is scaled to controls: 0 for no effect and ±100 for the full control effect; nearly all actives have a fitted effect of over 65% in size
Target sequence (P53350 whole entry, looked up, the tested form may be a part): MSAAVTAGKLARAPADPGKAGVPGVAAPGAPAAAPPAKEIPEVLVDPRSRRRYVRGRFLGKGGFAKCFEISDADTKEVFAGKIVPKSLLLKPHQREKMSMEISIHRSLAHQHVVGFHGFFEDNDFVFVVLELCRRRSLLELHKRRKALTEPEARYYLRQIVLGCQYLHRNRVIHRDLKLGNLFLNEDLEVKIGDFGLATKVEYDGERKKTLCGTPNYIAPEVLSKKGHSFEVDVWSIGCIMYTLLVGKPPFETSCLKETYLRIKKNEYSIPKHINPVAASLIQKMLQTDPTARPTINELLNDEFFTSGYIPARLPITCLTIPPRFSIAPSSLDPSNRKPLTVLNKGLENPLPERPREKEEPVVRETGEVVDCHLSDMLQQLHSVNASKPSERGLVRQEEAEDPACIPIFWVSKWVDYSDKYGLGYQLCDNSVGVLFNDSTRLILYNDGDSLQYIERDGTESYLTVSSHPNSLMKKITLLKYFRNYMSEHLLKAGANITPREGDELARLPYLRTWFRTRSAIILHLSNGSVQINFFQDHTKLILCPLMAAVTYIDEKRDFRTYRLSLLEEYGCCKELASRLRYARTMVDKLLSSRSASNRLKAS
GLP1R inv ag: GLP-1 receptor (human) inverse agonism | P43220 | HEK293 GLP-1R CRE-luciferase, luminescence, 24 h; GLP-1R form is constitutively active | Potency, µM (top dose mostly 38.3 µM), inactives show at the top dose activity change, negative = inhibition, usual class: inhibitors | 1.6% of 410,000 active | AID 624417; also: potency is read from the fitted curve at half-maximal effect; % is scaled to controls: 0 for no effect and ±100 for the full control effect; nearly all actives have a fitted effect of over 55% in size
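HEK293 cells stably co-expressing constitutively active GLP-1R and a cAMP-responsive luciferase reporter were seeded in DMEM with 10% Nu serum, given compounds after 12 h, and incubated 24 h at 37 deg C. Luminescence was then read.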
DRD3 antagonist: blocks the human D3 dopamine receptor; P35462; max response, negative = inhibition, %; D3R cells, DiscoveRx beta-arrestin luminescence, antagonist mode; active compounds read low; 2.5% of 360,000 active; in the data active = max response below about -50%; inconclusive = no clear call, values can overlap the other calls; also: % is scaled to controls: 0 for no effect and ±100 for the full control effect; mostly tested at two doses, the higher about 12 µM
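Cells expressing the human receptor were seeded at 1500 cells/well, incubated overnight at 37 degrees C in 5% CO2, then exposed to library compounds with dopamine controls for 90 minutes at 37 degrees C before luminescent detection.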
* marks the source's active call; other numbers are inactive results; ? = inconclusive; . = not tested or not shown; [ ] = another dose, or the depositor's remark. Unless noted, calls follow the shape of the dose curve; as a rule, active = well fitted curve in the direction sought with a large enough effect; inconclusive = small, poorly fitted or top-dose-only effect, or another doubt; inactive = no such curve, though single readings can be large; an effect the other way counts as inactive or inconclusive.

SMILES,GLP1R ag,WRN helicase inh,DRD3 agonist,GLP1R cytotox,PI5P4K alpha inh,IL2 activator,PLK1 PBD block,GLP1R inv ag,DRD3 antagonist
Cc1cc(NC(=O)Cn2nnc3sc4c(c3c2=O)CCCC4)no1,24.1%,2.2%,16.6,1.0%,.,1.2,0.0%,8.2%,-21.5
COc1cc(CCC(=O)Nc2ccc(C)c(S(=O)(=O)N(C)C)c2)cc(OC)c1OC,-4.5%,3.2%,6.6,-3.1%,0.6,-4.6,-5.7%,3.5%,20.9
O=C(NCc1ccc(F)cc1)C(=O)NCC1OCCN1C(=O)c1cccs1 (stereo not drawn),0.1%,0.2%,2.4,-9.1%,0.8,2.3,-6.1%,13.8%,10.3
COc1ccc(NC(=O)C2CCN(S(=O)(=O)c3ccc4c(c3)CCCC(=O)N4)CC2)cc1OC,-2.9%,.,-2.4,20.8%,.,.,.,9.8%,.
c1ccc(C2OC3c4cccc5cccc(c45)C3N2c2ccccc2)cc1 (stereo not drawn),5.7%,-9.7%,-5.0,4.9%,10.0,-2.9,-5.6%,-6.6%,-59.0*
O=S(=O)(NC1CCCC1)c1cc(F)ccc1F,-2.6%,-3.6%,1.2,3.6%,5.9,2.7,0.0%,-8.4%,11.1
CCc1nc2c(OCc3ccccc3C(=O)OC)cccn2c1N(C)C(=O)c1cccc(OC)c1,4.6%,2.2%[57.1 µM],1.6,1.9%,-2.3,-0.9,1.1%,-16.3%,3.2
Cc1ccc(CNC(=O)/C=C/C(=O)O)cc1,-4.1%,6.1%,-4.0,-17.2%,-4.4,-1.4,1.6%,16.4%,-1.0
Cc1cccc(C)c1NC(=O)Nc1cccs1,-6.7%,0.3%,-9.6,75.1%[activator],1.5,0.0,-12.0%,-8.7%,0.0
CC1CCCN(C(=O)CN(c2ccccc2)S(=O)(=O)c2ccc(F)cc2)C1 (stereo not drawn),7.7%,3.7%,-12.9,-17.9%,-5.7,0.2,2.9%,?,9.2
CCOC(=O)c1cnc(SC)nc1Oc1cccc(NS(=O)(=O)c2ccc(F)cc2)c1,15.8%,-14.9%,3.2,-1.7%,4.5,1.3,0.5%,0.3%,8.7
Cc1cccc(C)c1NC(=O)CN(C)CC(=O)Nc1ccc(F)c(Cl)c1,-1.1%,-0.2%,-3.9,-3.3%,6.0,-4.4,-10.0%,?,-23.8
Cc1ccc(S(=O)(=O)N2CCC(C(=O)OCC(=O)N3CCc4ccccc43)CC2)cc1,?,-6.1%,-2.0,3.2%,.,2.1,3.5%,0.3%,-18.3
Cc1cccc(C)c1NC(=O)c1cn(-c2ccccc2)nc1-c1ccccc1,-0.9%,-2.8%,2.4,-13.9%,0.7,-3.2,0.9%,-1.0%,-8.0
COc1ccc(C2=NNC(=Nc3cc(S(=O)(=O)N(C)C)ccc3C)SC2)c(OC)c1,-2.4%,-2.1%,12.4,-10.3%,1.2,-0.7,-4.9%,?,11.3
O=[N+]([O-])c1cc(-c2nnc(N3CCOCC3)c3ccccc23)ccc1N1CCOCC1,25.5%,-5.0%,1.0,-1.9%,-0.3,-1.3,1.3%,37.6%[activator],6.9
Cc1ccc(CCNC(=O)c2nnn(-c3cccc(C)c3)c2N)cc1,1.1%,-2.7%,-8.6,-7.8%,0.1,-3.3,-7.1%,0.0%,26.4
CCN(CC(=O)NC(C)C)C(=O)CCNC(=O)c1ccc(Cl)cc1,-2.6%,-5.1%,-2.1,5.8%,-1.8,-2.6,-3.8%,0.5%,3.8
Cc1sc2ncnc(N3CCC(C(=O)NNC(=O)COc4ccc(Cl)cc4)CC3)c2c1C,-0.9%,-3.2%,6.4,2.1%,7.8,-0.1,-10.2%,?,48.5
CCOc1ccccc1C(=O)NC(C(=O)Nc1ccccc1N1CCOCC1)C(C)C (stereo not drawn),21.8%,-2.5%,-17.0,5.1%,.,-2.6,-10.9%,-1.4%,-4.3
Cc1ccc(NC(=S)c2ccncc2)cc1,4.2%,-4.0%,2.9,-2.6%,-2.1,2.0,-20.9%,4.6%,2.1
O=C(COC(=O)c1cc2ccccc2oc1=O)Nc1cccc(S(=O)(=O)N2CCCCCC2)c1,-6.1%,0.7%,0.7,79.8%[activator],-1.0,0.4,-11.1%,4.0%,-9.5
COc1ccc(C)cc1Nc1n[n+](-c2ccccc2)c(-c2ccc(N(C)C)cc2)s1,3.0%,-9.9%[11.6 µM],0.2,-8.2%,-23.6,-0.3,4.5%,-11.4%,28.1
Cc1ccc(C(=O)Nc2sc3c(c2C(=O)O)CCCC3)o1,-3.8%,-0.8%,-2.8,-6.3%,2.8,-1.1,-7.0%,-41.3%,-3.3
CN(C)C(=O)c1ccc(-c2cc(C(F)(F)F)n(C)n2)s1,0.0%,-8.6%,7.3,6.8%,-2.0,-0.6,2.0%,15.3%,19.8
O=C(Nc1ccc(Cl)cn1)c1ccc(Oc2ccccc2)cc1,11.8%,-3.1%,-3.7,-2.3%,3.2,-0.3,-8.1%,?,-8.8
Cc1cc(C)n(Cc2ccc(C(=O)O)o2)n1,2.8%,10.0%,-1.4,59.6%[activator],-4.9,0.7,-11.7%,3.1%,0.4
CCCCN(S(=O)(=O)c1ccccc1)S(=O)(=O)c1ccccc1,17.9%,15.7%,-1.9,-5.1%,7.6,0.6,-0.8%,10µM*,-6.7
CCc1ccc(N2C(=O)C(Cl)=C(N3CCCCCC3)C2=O)cc1,10.8%,-3.0%,-2.6,4.7%,4.8,-4.0,0.4%,10µM*,14.4
O=S(=O)(NCC1CC1)c1cccc(S(=O)(=O)N2CCCC2)c1,4.3%,-17.6%,-2.1,18.8%,4.0,-4.0,-7.8%,-10.1%,-0.2
COc1ccc(NC(=O)CCS(=O)(=O)c2ccc3c(c2)CCCN3C(C)=O)cc1Cl,4.1%,-12.9%,-2.3,-9.3%,2.2,-0.4,-13.6%,9.3%,14.9
COc1ccc(-c2cc(C(=O)Nc3ccccc3F)on2)cc1,14.3%,12.3%,-5.0,-2.2%,-1.1,-0.2,-0.7%,8.9%,3.2
CC1CCc2c(C(=O)NCCN3CCOCC3)csc2C1 (stereo not drawn),5.6%,-6.3%,-7.6,4.6%,.,2.6,-5.4%,0.0%,-11.1
Cc1noc(C)c1-c1ccc(C(=O)NCC(C)C)c2occc12,19.6%,3.1%,-4.7,-1.0%,-7.1,-0.1,1.5%,0.7%,-12.3
COc1ccc(C(=O)/C(C)=N/O)cc1OC,0.3%,59.9%[activator],5.0,-7.9%,.,-0.1,-1.0%,59.8%[activator],13.6
COc1ccc(C(CNC(=O)c2cccc(NS(=O)(=O)c3ccc(C)c(F)c3)c2)N(C)C)cc1 (stereo not drawn),10.3%,3.5%,-23.3,-17.7%,-1.8,0.7,-6.6%,11.2µM*,-58.5*
Cc1ccc(C(=O)NC2CCN(CC(=O)Nc3cccc([N+](=O)[O-])c3)CC2)cc1,3.2%,-10.7%,1.4,-11.7%[7.66 µM],0.7,-0.9,2.4%,0.0%[7.66 µM],-22.3
CCOC(=O)C1=C(O)/C(=C\c2ccc(CNS(=O)(=O)c3ccc(Br)cc3)o2)N=C1C,-4.7%,44.7µM*,3.4,-14.0%,-57.8*,0.3,?,-16.6%,4.0
Cn1cc(C(=O)C(=O)N2CCCC2)c2ccccc21,-13.0%,-28.9%,-4.6,-10.4%,-2.1,1.7,-8.3%,-6.8%,-11.3
O=C(CSc1nnc(COc2ccccc2)o1)N1CCCC1,9.0%,-0.4%,2.8,-0.7%,1.8,0.2,-15.1%,18.7%,1.0
CS(=O)(=O)N1CCN(c2ccc(NC(=O)c3cccnc3Cl)cc2)CC1,-1.0%,-2.2%[57.1 µM],4.1,-4.7%,.,-1.0,-5.3%,22.4%,-14.9
CCOc1cc(C(=O)NCCOC)ccc1OC,11.2%,-4.4%,0.3,4.1%,-12.8,-0.5,-7.6%,35.6%,0.0
Cc1ccc(CSc2nnc(-c3cccc(S(=O)(=O)N4CCOCC4)c3)n2CC(C)C)cc1,-1.2%,-12.5%,-2.1,-15.1%,1.4,-0.4,-5.2%,?,0.0
CC1(C)C(C(=O)O)N2C(=O)C(NC(=O)Cc3ccccc3)C2S1=O (stereo not drawn),1.7%,-7.0%[57.1 µM],-1.0,0.7%,1.6,-0.8,-25.5%,3.2%,-21.8
Cc1ccc(NC(=O)COC(=O)CN2CCCCCC2=O)c(C)c1,-1.3%,8.0%,-0.7,-0.5%,-0.5,0.9,3.7%,8.9%,-2.8
CC(=O)Nc1cccc(/C(C)=N/NS(=O)(=O)c2ccccc2)c1,12.2%,-1.1%,-1.5,7.5%,13.4,-0.4,-8.8%,19.6%,?
O=C(Nc1ccc(NC(=O)C2CC2)nc1)c1cnccn1,-1.3%,6.3%,2.1,11.6%,-0.6,-0.4,-13.1%,11.1%,-2.6
COc1ccc2oc(=N)c(C(=O)Nc3ccc(Br)cc3)cc2c1,-0.3%,-4.7%,-3.8,2.8%,5.0,1.0,-11.9%,18.5%,-17.7
COC(=O)c1sc(S(=O)(=O)N2CCN(c3ccccc3F)CC2)c(C(=O)OC)c1C,20.7%,-3.2%,-2.1,?,6.8,-0.8,-3.7%,11.2µM*,-5.3

Some values from above.
CC1(C)C(C(=O)O)N2C(=O)C(NC(=O)Cc3ccccc3)C2S1=O (stereo not drawn) in DRD3 antagonist reads -21.8
Cc1ccc(CSc2nnc(-c3cccc(S(=O)(=O)N4CCOCC4)c3)n2CC(C)C)cc1 in DRD3 agonist reads -2.1
